Granule exo inh – LAMP-1 surface exposure blockers, TALL-104 cells – cell-based, flow cytometry, MLPCN library, primary screen | inhibition, % at 10 µM | AID 651702, 2012 | TALL-104 LAMP-1 surface exposure; cells stimulated with thapsigargin and PMA | 360,000 compounds, 0.66% hits;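 active = inhibition above about 55%, limit read from the data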
Glyco luc inh – increase of ERlucT glycosylation luciferase signal, primary screen, N-linked glycosylation inhibitor project, D54 ERlucT cells, luminescence, set 2. D54 ERlucT glycosylation luciferase reporter, 24 h; percent of 100 nM tunicamycin response. reporter increase, % at 12.5 µM. 360,000 compounds, 0.23% hits. AID 588692, 2011;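 active = mean luciferase reporter signal, scaled so untreated is 0 and the glycosylation-blocking control 100, at or above a set limit in every replicate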;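 note: luciferase carries N-glycosylation sites so blocking glycosylation raises the light; 0% = median of neutral control wells and 100% = median of 100 nM tunicamycin wells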
H9c2 protect – cardioprotection against H2O2-induced cell death, primary screen, uHTS, H9c2 cells, ATPLite luminescence | 360,000 compounds, 0.63% hits | protection from H2O2 cell death, % at 20 µM | H9c2 cardiomyocytes, H2O2 injury protection, 2 h;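 active = compounds giving at least 50% protection of heart cells from peroxide-induced death in the single-dose screen, raw or plate-pattern-corrected value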;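 note: 0% = DMSO wells with peroxide and 100% = DMSO wells without peroxide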
ABHD5-PLIN5 inh – ABHD5-PLIN5 interaction inhibitors, primary screen, cell lysate, split luciferase complementation, luminescence; Perilipin-5 (Homo sapiens) + 1-acylglycerol-3-phosphate O-acyltransferase ABHD5 (Homo …; Split G. princeps luciferase complementation, 4 h; inhibition, % at 4 µM; 360,000 compounds, 0.78% hits;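 active = inhibition above the mean inhibition across every tested compound plus 3 SD, cut at about 22% in these data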;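 note: 0% = DMSO only wells and the 100% control is not disclosed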
ABCB6 inh 2 – ABCB6 transporter inhibitors, primary screen, K562-ABCB6 cells, flow cytometry, MLPCN library. ATP-binding cassette sub-family B member 6 (Homo sapiens), Q9NP58. K562-ABCB6 porphyrin accumulation, 1 h; active compounds read low. fluorescence ratio to DMSO, % at 10 µM. 360,000 compounds, 0.19% hits. AID 602162, 2011;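 active = fluorescence ratio to DMSO below 75%, the collection mean minus 3 SD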;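 note: signal is porphyrin accumulated inside mitochondria; 100% equals median channel fluorescence of DMSO control wells; lower ratio means ABCB6 inhibition with less porphyrin fluorescence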
Target sequence (Q9NP58 whole entry, looked up): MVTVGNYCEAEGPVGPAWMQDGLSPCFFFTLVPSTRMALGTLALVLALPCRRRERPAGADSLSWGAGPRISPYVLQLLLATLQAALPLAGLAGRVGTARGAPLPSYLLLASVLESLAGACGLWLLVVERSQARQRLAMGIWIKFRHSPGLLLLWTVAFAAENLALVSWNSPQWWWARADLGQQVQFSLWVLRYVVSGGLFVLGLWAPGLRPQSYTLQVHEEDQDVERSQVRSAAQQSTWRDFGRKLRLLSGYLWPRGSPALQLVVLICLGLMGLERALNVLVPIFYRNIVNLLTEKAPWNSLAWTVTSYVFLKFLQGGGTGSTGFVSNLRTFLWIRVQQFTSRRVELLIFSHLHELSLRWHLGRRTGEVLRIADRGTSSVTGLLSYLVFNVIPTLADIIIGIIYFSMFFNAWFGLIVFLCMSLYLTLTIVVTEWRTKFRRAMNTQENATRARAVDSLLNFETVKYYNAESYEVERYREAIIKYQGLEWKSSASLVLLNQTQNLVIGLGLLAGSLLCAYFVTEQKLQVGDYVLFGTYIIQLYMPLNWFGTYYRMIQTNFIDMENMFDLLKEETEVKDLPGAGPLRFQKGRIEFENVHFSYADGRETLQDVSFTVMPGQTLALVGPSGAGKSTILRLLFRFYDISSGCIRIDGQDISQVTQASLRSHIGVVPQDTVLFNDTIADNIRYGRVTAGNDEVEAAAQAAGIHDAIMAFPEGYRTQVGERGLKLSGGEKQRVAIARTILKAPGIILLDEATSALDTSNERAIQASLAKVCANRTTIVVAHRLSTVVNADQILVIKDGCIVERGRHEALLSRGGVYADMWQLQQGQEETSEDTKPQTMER
MC4R ag barr – MC4R agonists recruiting beta-arrestin, primary screen, cell-based, luminescence, agonist arm of biased-ligand search | Melanocortin receptor 4 (Homo sapiens), P32245 | U2OS MC4R beta-arrestin complementation; percent of melanotan II response, DMSO zero | activation, % at 8.9 µM | 360,000 compounds, 0.98% hits;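 active = activation above a per-plate cutoff, the mean activation of sample wells on that plate plus 3 SD, cut at about 8% in these data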
MC4R antag cAMP – MC4R antagonists of cAMP signaling, primary screen, cell-based, TR-FRET, antagonist arm of biased-ligand search; AID 540295, 2011; Melanocortin receptor 4 (Homo sapiens), P32245; inhibition, % at 6.5 µM; MC4R-expressing cells, MTII-stimulated cAMP, LANCE TR-FRET; 360,000 compounds, 0.48% hits;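 active = inhibition above its plate's cutoff, the mean of tested wells on that plate plus 3 SD, cut at about 29% in these data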;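 note: 0% = Melanotan II alone and 100% = Melanotan II plus saturating MCL0020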
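Test system: U2OS cells stably expressing human melanocortin 4 receptor (MC4R); also added: Melanotan II challenge; compound: 6.5 µM single dose; timing: 30-min compound preincubation, 1-h Melanotan II challenge, 1-h detection, room temperature; signal: Eu-cAMP/anti-cAMP TR-FRET, emission 671 nm; repeats: one well per compound, no replicates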
aDG glyco up – activators of alpha-DG glycosylation, primary screen, uHTS, Pro5-aDG cells, AlphaScreen. alpha-DG glycosylation AlphaScreen (IIH6); 0% Pro5, 100% B10-LARGE cell signal. activation, % at 10 µM. 360,000 compounds, 0.22% hits. AID 624168, 2012;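 active = activation of at least 8% versus controls, or a plate z-score of at least 8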;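 note: Pro5 are CHO cells carrying HIG-tagged alpha-DG that lacks glycosylation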
hiPSC survival – enhancers of single-cell hiPSC survival, primary screen, ATPlite luminescence. 100% = ROCK inhibitor wells, 0% = DMSO. survival enhancement, % at 20 µM. 360,000 compounds, 0.044% hits; in the data active = survival enhancement above about 18%;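 note: cells exposed to compounds for 16 hours before the ATP read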
m5-HT2A agonist – mouse Htr2a agonists via beta-arrestin recruitment, primary screen, cell-based, luminescence | activation, % at 7.6 µM | AID 624169, 2012 | 5-hydroxytryptamine receptor 2A (Mus musculus), P35363 | 360,000 compounds, 0.66% hits | CHO-K1 mHTR2A beta-arrestin complementation; percent of 30 µM serotonin response;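 active = activation above a run cutoff, the mean activation of all tested compounds plus 3 SD, cut at about 14% in these data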;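 note: 0% = plate median of compound wells and 100% = 30 µM serotonin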
* hit, by the source's call; x = not tested or not shown.

SMILES	Granule exo inh	Glyco luc inh	H9c2 protect	ABHD5-PLIN5 inh	ABCB6 inh 2	MC4R ag barr	MC4R antag cAMP	aDG glyco up	hiPSC survival	m5-HT2A agonist
CN1C(=O)N(c2cccc3ccccc23)C(n2cncn2)C1(C)C (stereo not drawn)	-1	-1	4	5	99	1.8	0	0.2	1.7	1
COc1ccccc1CCC(=O)Nc1ccc(S(=O)(=O)Nc2cc(C)nc(C)n2)cc1	1	-2	-2	1	97	-2.6	1	0.0	-0.6	-1
CC(C)(C)C(=O)Nc1nc(NC(=O)C(C)(C)C)nc(-c2ccccc2Cl)n1	3	-3	0	1	95	-2.5	2	-0.1	0.6	0
FC(F)(F)c1ccc(/C=N/N2CCN(Cc3cccc4ccccc34)CC2)cc1	-3	0	-14	8	96	-0.2	-7	-0.7	-4.2	0
O=S(=O)(NC1=NCCC1)c1cccc(NS(=O)(=O)c2ccc(F)c(Cl)c2)c1	1	-1	6	1	100	-1.1	4	-0.1	1.0	2
COc1ccc(S(=O)(=O)N2CCCC(C(F)(F)F)C2)cc1 (stereo not drawn)	1	-2	0	-5	92	-1.4	9	-0.2	-3.1	3
COc1ccc2cc(Br)ccc2c1CC(=O)NC(C)(C)C	-6	0	15	-10	102	-1.5	4	-0.1	4.8	-3
Cc1cccnc1NC(=S)NC(=O)c1cncc(Br)c1	-2	1	-10	-2	93	-2.2	5	0.1	-3.0	2
O=c1c2ccccc2cnn1Cc1n[nH]c(=S)n1-c1ccccc1Cl	-5	1	6	12	101	0.2	-7	-0.2	-0.4	8
COCCn1nnnc1CN(Cc1cc2cc(OC)c(OC)cc2[nH]c1=O)C1CCCC1	5	-1	35	0	110	0.0	0	-0.2	-2.0	-1
CCOc1ccccc1NC(=O)c1cccc(N2C(=O)CCC2=O)c1	-4	2	3	-1	95	-4.0	0	-0.2	-0.3	3
COc1ccc(-c2cc(C#N)nc(N3CCN(c4ccccc4)CC3)n2)cc1	1	0	0	6	105	-0.6	13	0.2	-0.5	2
COc1ccccc1C(=O)NC(=O)COC(=O)C1CCC1	-2	1	3	3	103	-2.0	-1	0.3	-0.1	1
Cc1cccc(-c2onc3ccc(C(=O)/C=C/N(C)C)cc23)c1	-3	-3	14	-8	94	1.7	3	-0.1	-0.6	3
C[C@@H]1CN([C@H](C)CO)C(=O)CCCn2cc(nn2)CO[C@H]1CN(C)C(=O)c1ccccc1	-2	4	-4	-3	101	x	x	-0.1	0.3	5
COc1cc(CNc2nc(C)c([N+](=O)[O-])c(C)c2C#N)cc(OC)c1OC	2	-1	-14	-1	92	0.0	1	1.1	0.5	5
CCc1ccccc1NC(=O)COc1ccc2oc(-c3ccc(OC)cc3)cc(=O)c2c1	6	-2	-3	3	98	-0.9	7	0.5	-0.2	-1
CCCCCn1c(NC(=O)c2ccco2)c(S(=O)(=O)c2ccc(C)cc2)c2nc3ccccc3nc21	14	-1	-21	-10	109	8.2	4	0.2	0.5	6
O=C(CCS(=O)(=O)c1ccc(Br)cc1)Nc1ccc2c(c1)OCO2	-1	1	-9	-3	104	-1.6	4	-0.4	-2.7	-1
O=C(Nc1cccc(Cl)c1N1CCCC1)c1cc2ccccc2o1	1	-2	-13	0	93	-0.3	-4	0.0	-2.3	-1
CCOC(=O)C[C@H]1c2ccc(C(F)(F)F)cc2S(=O)(=O)N1C(C)C	4	3	1	0	98	1.0	0	0.4	-0.6	0
Cn1c(=O)ccc2ccccc21	-1	-1	2	-2	101	-0.4	-4	0.4	-1.6	-2
CC(=O)Nc1cccc(N(C)S(C)(=O)=O)c1	1	1	-8	-5	103	2.1	3	-0.1	1.1	5
COc1ccc(OC)c(NC(=O)CSc2nc(C)cs2)c1	-6	-1	-3	18	98	-0.4	-3	0.0	1.0	-1
Cc1ccc(-n2nnnc2SCC(=O)Nc2cc(C)on2)c(C)c1	-17	-1	-4	-4	98	-1.3	7	0.0	-0.7	-2
O=C(c1cnc2nc3ccccc3n2c1)c1cc(F)ccc1O	2	3	-7	-6	95	-1.5	-4	0.0	-0.2	4
Cc1ccc(S(=O)(=O)Nc2ccc(C(=O)NCc3ccccn3)cc2)cc1	-1	0	-1	-2	90	-2.0	-3	0.3	-0.3	2
Cc1ccc(-c2csc3ncnc(Nc4ccc(N5CCOCC5)cc4)c23)cc1	-4	-6	14	3	108	-1.3	18	-0.2	-2.0	-4
CCC(Sc1nc2ncnc(N)c2[nH]1)C(=O)O (stereo not drawn)	13	-1	2	-1	95	-1.9	-11	0.1	-0.6	-4
NC(=O)CNC1CC(=O)N(CCc2ccccc2)C1=O (stereo not drawn)	-4	2	3	-3	79	1.0	22	0.1	-3.0	4
O=C(NC(=S)NCc1ccccc1)c1ccccc1Br	-16	0	-9	8	97	0.8	5	0.0	1.7	-2
c1cnc(-c2noc(CN3CCN(C4CCCC4)CC3)n2)cn1	3	-1	-2	-4	103	0.1	8	-0.1	0.7	3
CCC(C)N(C(=O)COC(=O)CNC(=O)c1sc2ccccc2c1Cl)C1CCS(=O)(=O)C1 (stereo not drawn)	-14	3	-6	11	98	-1.7	10	-0.2	-0.2	0
CCC(c1nnnn1-c1ccc2c(c1)OCCO2)N1CCc2ccccc2C1 (stereo not drawn)	-7	x	x	-6	100	x	x	0.2	0.1	-2
O=C(Nc1ccc(F)cc1)Oc1ccc[nH]c1=O	-8	-3	1	-9	92	-0.6	0	-0.1	0.9	15*
CC(C)Cc1nc(SCC(=O)Nc2nnc(CC(C)C)s2)n[nH]1	-1	2	12	-10	98	-2.1	-4	0.0	-0.7	-3
Cc1nc(-c2ccc(-c3ccon3)s2)no1	-1	3	-3	0	98	-0.8	-1	0.1	2.2	2
Cc1ccccc1NC(=S)N(Cc1cccs1)C1CCCC1	0	0	1	4	97	-0.4	7	0.4	-0.7	4
O=C(NCc1ccccn1)c1cc(-c2ccccc2)on1	1	1	5	8	113	1.7	6	-0.1	1.6	6
COc1cccc(Cn2nnc3c(=O)[nH]c(C4CCCN(C(=O)c5ccccc5Cl)C4)nc32)c1 (stereo not drawn)	0	10	21	7	103	-0.8	8	0.0	1.7	-1

Compound profiles (already shown). Order of screens: Granule exo inh | Glyco luc inh | H9c2 protect | ABHD5-PLIN5 inh | ABCB6 inh 2 | MC4R ag barr | MC4R antag cAMP | aDG glyco up | hiPSC survival | m5-HT2A agonist
Record of Cc1ccc(-c2csc3ncnc(Nc4ccc(N5CCOCC5)cc4)c23)cc1 : -4 | -6 | 14 | 3 | 108 | -1.3 | 18 | -0.2 | -2.0 | -4
Record of CCOC(=O)C[C@H]1c2ccc(C(F)(F)F)cc2S(=O)(=O)N1C(C)C : 4 | 3 | 1 | 0 | 98 | 1.0 | 0 | 0.4 | -0.6 | 0

(list continues)
SMILES	Granule exo inh	Glyco luc inh	H9c2 protect	ABHD5-PLIN5 inh	ABCB6 inh 2	MC4R ag barr	MC4R antag cAMP	aDG glyco up	hiPSC survival	m5-HT2A agonist
COc1ccc(CNC(=O)CN(Cc2ccccc2OC)C(=O)c2csnn2)cc1	10	1	-2	-3	98	-2.8	10	0.0	-0.6	0
Cc1cccc(N2CCN(C(=O)C3(S(=O)(=O)c4ccc(Cl)cc4)CC3)CC2)c1C	-3	-4	-5	-2	98	0.4	17	0.2	-0.4	0
O=C(c1ccc(S(=O)(=O)NCc2ccco2)cc1)N1CCCC1	1	-2	-7	-1	104	0.6	-3	0.3	2.0	3
Cc1ccc(C(=O)NNC(=O)C(C)Sc2nc(N)cc(N)n2)cc1 (stereo not drawn)	0	1	2	-1	93	0.2	2	-0.3	1.0	-2
CCCCn1c(O)c2n(c1=O)Cc1ccccc1N=C2c1ccccc1	0	2	2	-4	97	x	x	0.0	-0.2	-3
CCCn1c(SCC(=O)Nc2cccnc2Cl)n[nH]c1=O	2	0	2	-9	102	-2.4	1	-0.1	-0.4	-5
O=C(NCCC1=CCCCC1)C1CCN(S(=O)(=O)c2ccc(-n3cnnn3)cc2)CC1	0	-2	3	7	99	-0.6	-2	0.1	-0.8	4
COc1ccccc1CCc1nnc(CCC(=O)NCC[C@@H]2C[C@@H]3C=C[C@H]2C3)o1	2	0	-21	-1	97	-3.3	4	0.0	1.2	-1
CCOC(=O)CSc1nn(-c2ccccc2)c(=S)s1	2	1	13	4	86	-0.3	7	0.3	0.9	-2
COc1cccc(CN(C)C(=O)c2ccc(C)c(S(=O)(=O)N3CCCCC3)c2)c1	6	-1	7	-3	104	-0.5	-1	0.5	-0.5	6
CC[C@H](C)[C@H](NC(N)=O)C(=O)Nc1ccccc1F	-2	3	0	4	96	-1.1	0	0.1	0.0	1
CCOC(=O)c1sc(=NC(=O)c2cccc(Br)c2)n(C)c1C	-2	-1	-5	-1	95	-2.6	5	-0.1	-0.4	5
CCc1ccc(OCCOC(=O)Nc2ccccc2)cc1	-3	0	-4	-7	98	3.7	-3	-0.1	-0.5	-6
CCOc1ccc(NS(=O)(=O)c2ccc(C(=O)N3CC(C)OC(C)C3)cc2)cc1 (stereo not drawn)	0	3	-6	-8	94	-0.3	16	0.4	0.1	5
S=c1[nH]nc(-c2ccccc2)c2ccccc12	0	0	3	-4	99	-0.6	0	0.3	-1.7	-1
O=C1C2C3C=CC(C3)C2C(=O)N1c1ccc2c(c1)OCO2 (stereo not drawn)	-6	1	-1	5	94	-1.1	14	-0.1	-0.5	0
CCOC(=O)CSc1nc2ccccc2c(=O)[nH]1	-4	3	58*	3	96	0.0	-2	0.0	-0.7	-3
O=C(CC(NC(=O)OCc1ccccc1)c1nn[nH]n1)OCc1ccccc1 (stereo not drawn)	-1	0	3	2	94	-1.6	7	0.0	-0.3	6
COc1ccc(NS(=O)(=O)c2cc(NC(=O)/C=C/c3cccs3)ccc2N2CCOCC2)cc1	2	-7	-3	0	95	-0.8	2	-0.8	-1.6	-5
C[C@@H]1CCCCO[C@@H](CN(C)S(=O)(=O)c2cccs2)[C@@H](C)CN([C@H](C)CO)C(=O)c2cc(NS(=O)(=O)c3ccccc3)ccc2O1	2	-4	-6	2	98	0.9	20	0.0	22*	-1
Cc1ccc(CNC(=O)c2ccc(Cl)c(S(=O)(=O)N3CCCCC3)c2)cc1	2	-3	-10	-6	89	-5.3	0	0.3	0.1	1
CN(CCc1cnn(C)c1)C(=O)C1CCC(=O)N(CC2CCCCC2)C1 (stereo not drawn)	-20	2	6	3	105	-1.2	-6	-0.3	0.4	5
CC1=CC(=C(C#N)c2nc3ccccc3s2)C=C(C)N1Cc1ccco1	4	-2	0	2	91	-1.8	16	1.3	18	2
